From PubChem
KOR beta-arrestin-1: KOR agonists, beta-arrestin recruitment, primary screen, cell-based, luminescence, uHTS (AID 1777); KOR beta-arrestin recruitment, luminescence; higher % means a stronger effect; one-dose activation, % at 10 µM; EC50 in µM for titrated hits; actives 0.02% (n = 280,000); in the data active = activation above about 50%, passing the limit was not always enough; note: a part of the inactive calls stands beside numbers as strong as those of hits
GPR55 beta-arrestin: GPR55 agonists via beta-arrestin recruitment, primary screen, imaging, U2OS cells, beta-arrestin-GFP redistribution (AID 1961). U2OS GPR55 beta-arrestin-GFP redistribution imaging; higher % means a stronger effect. G-protein coupled receptor 55 (Homo sapiens). actives 0.048% (n = 290,000). one-dose activation, % at 10 µM; EC50 in µM for titrated hits;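 active = activation above 40% with more than 50 cells counted in the well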;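 note: U2OS osteosarcoma cells stably expressing GPR55 and beta-arrestin-GFP; plate controls were DMSO negative control for no effect and LPI positive control for full effect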
P. falciparum M1AAP: P. falciparum M1AAP inhibitors, biochemical, fluorogenic H-Leu-NHMec substrate, 1536-well (AID 1445). recombinant M1AAP, H-Leu-NHMec fluorogenic kinetic assay; higher % means a stronger effect. inhibition, % at 30 µM; hits with a dose series show IC50 in µM. actives 0.42% (n = 220,000);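 active = primary inhibition above the hit cutoff, then over 50% inhibition at one or more dose response concentrations, cut at about 23% in these data, passing the limit was not always enough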;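 note: plate controls were DMSO full reaction for no effect and no enzyme background for full effect; strong numbers were not always called active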
Dynein transport: inhibitors of GR-EGFP nuclear translocation, primary screen, dynein cargo transport inhibitor project, imaging, high-content, 3617.4 mouse cells | test concentration mostly 20 µM; stimulated with dexamethasone, 1 µM; active compounds read low | z-score, hits read low | actives 0.47% (n = 220,000) | AID 1381, 2008;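 active = plate z-score of nuclear minus cytoplasmic receptor signal below a set negative limit, without overly bright fluorescence or cell loss, cut at about -3.5 in these data, passing the limit was not always enough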;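 note: z-score of nuclear minus cytoplasmic ring GR-EGFP intensity difference per well; some compounds called inactive have numbers as strong as hits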
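Buffer or medium: tet-free, stripped-serum medium; reagent: dexamethasone at 1.0 µM final, 30 min; incubation: 48 h induction, 1 h compound, 30 min dex at 37 °C; measured by: formaldehyde fixation, Hoechst nuclear stain, 10x automated fluorescence imaging; read-out: nuclear-to-cytoplasmic GR-EGFP distribution per well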
NOD1 NF-kB reporter: NOD1 signaling inhibitors, primary screen, cell-based, luminescence, uHTS (AID 1578); NOD1-driven NF-kB luciferase reporter cells, luminescence; higher % means a stronger effect; inhibition, % at 4 µM; hits with a dose series show EC50 in µM; actives 1% (n = 290,000); in the data active = inhibition mostly above about 36%, no sharp cut-off; inactive = mostly below about 34%;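 note: HEK-293T reporter cells stimulated with the NOD1 agonist gamma-tri-DAP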
KOR beta-arrestin-2: KOR antagonists, beta-arrestin recruitment, cell-based, luminescence, uHTS (AID 1778); KOR beta-arrestin recruitment, luminescence, antagonist mode; higher % means a stronger effect; inhibition, % at 10 µM, or IC50 in µM where a hit was titrated; actives 0.091% (n = 290,000); note: strong numbers were not always called active
P. falciparum M17LAP: P. falciparum M17LAP inhibitors, primary screen, biochemical, fluorogenic H-Leu-NHMec substrate, 1536-well (AID 1619). recombinant M17LAP, H-Leu-NHMec fluorogenic kinetic assay; higher % means a stronger effect. one-dose inhibition, % at 30 µM; IC50 in µM for titrated hits. actives 0.38% (n = 220,000). Leucine aminopeptidase (Plasmodium falciparum (isolate 3D7));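 active = compound inhibiting the enzyme by more than half at any dose during confirmatory dose-response retesting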;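 note: plate controls were full reaction with DMSO carrier for no effect and no enzyme background for full effect; strong numbers were not always called active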
HEK293 NOD2/NF-kB: NOD2 signaling inhibitors, cell-based, luminescence, uHTS, HEK293 (AID 1566); HEK293 NOD2/NF-kB luciferase reporter, luminescence; higher % means a stronger effect; inhibition, % at 4 µM; hits with a dose series show EC50 in µM; actives 0.63% (n = 290,000); note: many of its hits are not listed in these tables
AID2073: inhibitors of Mint1-CaV2.2 protein interaction, biochemical, HTRF (AID 2073) | one-dose inhibition, % at 20 µM; IC50 in µM for titrated hits | actives 0.19% (n = 290,000) | HTRF protein-protein interaction, Mint1-CaV2.2; higher % means a stronger effect | Voltage-dependent N-type calcium channel subunit alpha-1B (Homo sapiens); in the data active = inhibition mostly above about 51%, no sharp cut-off; note: some results filed as inactive read as strong as hits
Dynein transport cytoplasmic EGFP: also measured in Dynein transport; calls as there; z-score; measured here: cytoplasmic GR-EGFP intensity; active compounds read high
Dynein transport nuclear GR-EGFP: further read-out of Dynein transport, marked with its call; z-score; measured here: nuclear GR-EGFP intensity;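 lower value marks the stronger effect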
Dynein transport cell count: second read-out of Dynein transport, no call of its own (marks repeat the call); z-score; measured here: cell count per field
Numbers without * were called inactive; nt = not tested or not shown; [ ] = dose if it differs, or a comment. Cut-off read from the data, not from the text of the source, unless noted: active = inhibition above about 50%; inactive = the rest. A portion of the library (hit frequency here may not be typical).

The opening 2 compounds (preview)
SMILES	KOR beta-arrestin-1	GPR55 beta-arrestin	P. falciparum M1AAP	Dynein transport	Dynein transport cytoplasmic EGFP	Dynein transport nuclear GR-EGFP	Dynein transport cell count	NOD1 NF-kB reporter	KOR beta-arrestin-2	P. falciparum M17LAP	HEK293 NOD2/NF-kB	AID2073
Cc1cc(C)n2nc(SCC(=O)Nc3ccccc3)nc2n1	5.0%	0.2%	8%	0.35	-0.26	-0.087	0.55	-26%	-63%[20 µM]	14%	6%	-6%
CCCCNS(=O)(=O)c1ccc(OC)c(Cl)c1Cl	1.3%	-0.2%	5%	-0.48	-0.33	-0.065	0.43	nt	-18%	8%	12%	3%

This part in full (from the top)
SMILES	KOR beta-arrestin-1	GPR55 beta-arrestin	P. falciparum M1AAP	Dynein transport	Dynein transport cytoplasmic EGFP	Dynein transport nuclear GR-EGFP	Dynein transport cell count	NOD1 NF-kB reporter	KOR beta-arrestin-2	P. falciparum M17LAP	HEK293 NOD2/NF-kB	AID2073
Cc1cc(C)n2nc(SCC(=O)Nc3ccccc3)nc2n1	5.0%	0.2%	8%	0.35	-0.26	-0.087	0.55	-26%	-63%[20 µM]	14%	6%	-6%
CCCCNS(=O)(=O)c1ccc(OC)c(Cl)c1Cl	1.3%	-0.2%	5%	-0.48	-0.33	-0.065	0.43	nt	-18%	8%	12%	3%
O=C(NCC(c1cccnc1)N1CCN(c2ccc(F)cc2)CC1)c1ccc2c(c1)OCO2 (stereo not drawn)	0.9%	-0.2%	1%	-0.9	-0.22	-0.14	1.3	-22%	-15%	6%	-10%	3%
O=C(C1CC1)N1CCN=C1SCc1ccc(Cl)cc1	0.7%	-0.2%	-7%	-0.86	-0.19	-0.27	0.57	-33%	-20%	-3%	-17%	-7%
CCCCn1cnc2c(oc3ccccc32)c1=O	-5.0%	0.4%	nt	nt	nt	nt	nt	-4%	7%	nt	-13%	10%
O=C1NC(=O)C(CC(=O)N(Cc2ccco2)C2(C(=O)NC3CCCCC3)CCCCC2)N1 (stereo not drawn)	-2.3%	-0.1%	5%	0.12	-0.22	0.44	0.24	-3%	39%	-5%	13%	-3%
Cc1cccc(Cn2c(SCCO)nc3c2c(=O)n(C)c(=O)n3C)c1	-1.1%	-0.3%	5%	-0.12	-0.33	-0.037	0.2	6%	13%	1%	20%	-7%
COc1ccc(C2CC(c3ccc(OC)cc3)n3nc(NC(=O)c4ccco4)nc3N2)cc1 (stereo not drawn)	-0.6%	-0.1%	5%	-0.47	-0.11	-0.22	0.9	14%	36%	3%	12%	-4%
CCN(CC)S(=O)(=O)c1ccc(Cl)c(C(=O)Oc2cccnc2)c1	-6.7%	-0.1%	8%	-1.9	0.094	-0.66	-0.072	-5%	5%	-2%	9%	0%
CCOC(=O)C(NCCCCl)c1ccccc1 (stereo not drawn)	-8.9%	-0.1%	5%	1.4	-0.2	0.69	-0.63	-52%	nt	0%	-17%	-4%
Cc1c(/C=N/Nc2ccc([N+](=O)[O-])cn2)c2ccccc2n1Cc1ccccc1	4.7%	0.2%	3%	0.11	0.87	0.9	-0.71	1%	13%	2%	19%	19%
CCC(C)Nc1nc(N)c([N+](=O)[O-])c(Nc2ccccc2OC)n1 (stereo not drawn)	2.3%	0.6%	9%	0.82	-0.2	0.29	-0.46	-8%	10%	2%	0%	2%
O=C(NNC(=O)c1ccc(Cl)cc1Cl)c1csc(-c2cccnc2)n1	nt	-0.3%	-7%	-0.7	-0.21	0.06	0.4	-5%	-3%	-9%	-25%	29%
COc1ccnc(NCc2cccc(C(F)(F)F)c2)c1C#N	2.3%	-0.1%	2%	0.2	-0.19	-0.2	-0.87	-12%	0%	-3%	8%	16%
CCCCCC#CCC#CCC#CCC#CCCCC(=O)O	-2.6%	0.1%	13%	0.24	-0.086	0.33	0.016	-33%	-22%	12%	8%	49%
Cc1nnc(N/N=C/c2cccc(C(F)(F)F)c2)n1N	-3.6%	0.7%	nt	nt	nt	nt	nt	-12%	13%	nt	17%	6%
CNc1oc(-c2ccccc2Cl)nc1C#N	8.8%	-0.2%	6%	1.1	-0.37	0.95	0.099	-44%	-13%	3%	0%	-2%
CCn1c(/C=C2\C(=O)Nc3ccccc32)nc2ccccc2c1=O	2.6%	-0.4%	5%	0.22	-0.24	0.15	0.18	43%	3%	23%	0%	4%
CC(=O)C1=C(O)C(=O)N(c2ccc(O)cc2)C1c1ccccc1[N+](=O)[O-] (stereo not drawn)	-0.9%	-0.2%	nt	nt	nt	nt	nt	-9%	-8%[20 µM]	nt	11%	3%
COc1ccc(OC)c(-n2c(-c3cccc(S(=O)(=O)N(C)C)c3)n[nH]c2=S)c1	-7.1%	0.5%	1%	-1.2	-0.31	-0.25	1.4	-5%	36%	-4%	19%	-11%
Cc1ccc(N/N=C2\CS(=O)(=O)N(C)c3ccsc32)cc1	16%	0.2%	4%	-0.45	1.1	-0.034	0.32	59%*	-25%	-2%	-118%	-34%
O=C(c1cccs1)N(c1ccc(Cl)cc1)C1C=CS(=O)(=O)C1 (stereo not drawn)	5.7%	-0.1%	9%	-0.35	-0.25	0.37	0.33	17%	-9%	5%	5%	-5%
CCC1CCCCN1CC(O)Cn1c2ccccc2n2c(=O)cc(C)c(C#N)c12 (stereo not drawn)	-2.7%	-0.2%	9%	3	-0.12	1.4	-1.7	-21%	6%	-9%	11%	2%
CCNC(C(=O)c1c[nH]c2c(CC)cccc12)c1ccccc1 (stereo not drawn)	-0.4%	-0.2%	nt	nt	nt	nt	nt	16%	-14%	nt	-4%	-6%
Cc1ccc(-n2nc3c(=O)n(C(C)C(=O)NC4CC4)nc(C)c3c2C)cc1 (stereo not drawn)	4.1%	0.7%	nt	nt	nt	nt	nt	7%	-26%	nt	7%	4%
CCn1c(C)nc2c(C)[n+](CC(=O)c3ccc(Br)cc3)ccc21	2.2%	0.9%	-1%	-0.13	-0.29	-0.42	0.53	-48%	-13%	-1%	13%	-4%
O=C(C[n+]1ccc(C(=O)N/N=C/c2ccc(OCc3ccccc3)cc2)cc1)c1ccccc1	-2.8%	-0.1%	2%	2.1	-0.062	0.85	-0.33	-15%	1%	2%	-13%	6%
Cc1nn(CCOc2ccccc2)c(=O)n1-c1ccccc1	2.1%	-0.1%	0%	0.43	-0.22	-0.06	-0.065	-59%	14%	9%	-35%	17%
COC(=O)c1ccc(Cl)c(S(=O)(=O)N2CCCC2)c1	-0.4%	-0.3%	-4%	1.3	-0.077	0.9	-0.78	-6%	-12%	-1%	15%	-8%
CCC(c1nnnn1CS(=O)(=O)c1ccc(C)cc1)N1CCC(C(N)=O)CC1 (stereo not drawn)	-3.1%	-0.2%	nt	nt	nt	nt	nt	0%	-4%	nt	12%	6%
Nc1c(C(=O)c2ccc(Cl)cc2)sc2c1c(=O)[nH]c(=O)n2-c1ccccc1	-2.4%	0.2%	0%	3.2	-0.27	2	-0.56	0%	-41%	11%	13%	16%
CCOC(=O)N1CCN(C(=O)CNS(=O)(=O)c2c(C)cc(C)cc2C)CC1	4.5%	-0.1%	nt	nt	nt	nt	nt	-23%	1%	nt	4%	-4%
Cc1cc(-c2n[nH]c(=S)n2Cc2ccccc2)cs1	-1.5%	-0.2%	0%	1.3	-0.17	0.87	-1.1	-33%	8%	-5%	1%	0%
CC(C)c1nc(SCC(=O)NCc2ccccc2)n[nH]1	5.0%	0.1%	1%	-0.99	-0.31	-0.27	0.31	6%	12%	1%	2%	-2%
C=CCn1c(CCNC(=O)c2cccs2)nnc1SCC(=O)c1cccc([N+](=O)[O-])c1	-3.8%	0.2%	3%	-0.98	0.22	-0.31	0.96	-3%	-10%	3%	10%	-15%
Cc1ccc(OCCn2ccnc2)c([N+](=O)[O-])c1	-1.7%	-0.1%	nt	nt	nt	nt	nt	-16%	-6%	nt	8%	4%
CC1CN(CCOc2ccccc2C(C)C)CC(C)O1 (stereo not drawn)	-2.2%	-0.1%	nt	nt	nt	nt	nt	-11%	-10%[20 µM]	nt	5%	-1%
Cc1cc(C)c(NC(=O)/C(C#N)=C/c2ccc(OCc3ccc(F)cc3)cc2)c(C)c1	0.0%	0.1%	0%	0.57	-0.22	0.093	-0.15	-29%	11%	15%	-16%	13%
O=C(CSc1ccc(-c2ccc(Cl)cc2)nn1)NC1CCCC1	2.7%	0.4%	nt	nt	nt	nt	nt	-15%	-4%	nt	13%	2%
Cc1cc2c(cc1C)NC(c1ccccn1)C1=C(CC(C)(C)CC1=O)N2 (stereo not drawn)	3.0%	-0.1%	23%*	-0.048	-0.24	-0.22	-0.79	-3%	-49%	21%	-26%	1%
C=CCNC(=O)NC(=O)COC(=O)COc1ccc(Br)cc1F	2.0%	-0.1%	-2%	-0.23	-0.14	0.23	0.23	2%	19%	-1%	16%	3%
O=C(Nc1cccc(NC(=O)c2ccccc2Cl)c1)c1ccc(F)cc1	-0.7%	-0.2%	nt	nt	nt	nt	nt	-21%	-11%	nt	21%	8%
Cc1ccc(S(=O)(=O)N(CC(=O)N2CCOCC2)c2ccc(Br)cc2)cc1	-3.0%	0.2%	nt	nt	nt	nt	nt	-22%	5%	nt	-3%	-9%
COc1ccc(N(CC(=O)N2CC=C(c3ccccc3)CC2)S(=O)(=O)c2c(C)noc2C)cc1	-2.0%	0.2%	13%	0.32	-0.18	0.19	-0.26	12%	-4%	6%	5%	-6%
Cc1cc(S(=O)(=O)NCc2ccccc2)ccc1OCC(=O)NCc1ccncc1	1.1%	-0.2%	nt	nt	nt	nt	nt	-18%	1%	nt	21%	46%
Cc1cc(C(=O)NNC(=O)c2ccc(S(=O)(=O)N(C)C)cc2)c(C)o1	12%	-0.8%	11%	-0.069	-0.31	-0.41	-0.17	-19%	-32%	12%	7%	1%
COc1ccc(CCNC(=O)c2cc3c(=O)n4cccc(C)c4nc3n(CC3CCCO3)c2=N)cc1 (stereo not drawn)	-5.0%	0.3%	nt	nt	nt	nt	nt	-15%	-32%	nt	6%	16%
